Bioassay records: PubChem, several laboratories
NF-kB expr up = raises NF-kB expression in human neuronal cells; NF-kB reporter expression; stronger effect = higher value; fold change at 12.5 µM; hit rate 1.6% among 190,000; in the data active = fold change above about 3.3
G6PDH counter = counter-screen for G6PDH assay hits: L. mesenteroides G6PDH inhibition | Purified L. mesenteroides G6PDH, diaphorase/resazurin coupled fluorescence, 45 min | inhibition, % at 5 µM | hit rate 0.12% among 200,000 | AID 1020; in the data active = inhibition above about 50%
FLuc act counter = affects firefly luciferase, flagging false hits in luciferase stimulation screens; ATPlite luciferase biochemical, luminescence, 10 min; 0 = ATP-free wells, 1 = DMSO control; activation factor at 10 µM; 200,000 tested, under 10 active; AID 1027;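 active = luciferase activation factor, scaled between plate controls, of at least 2 with compound at 10 µM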
Target sequence (P08659 whole entry, looked up): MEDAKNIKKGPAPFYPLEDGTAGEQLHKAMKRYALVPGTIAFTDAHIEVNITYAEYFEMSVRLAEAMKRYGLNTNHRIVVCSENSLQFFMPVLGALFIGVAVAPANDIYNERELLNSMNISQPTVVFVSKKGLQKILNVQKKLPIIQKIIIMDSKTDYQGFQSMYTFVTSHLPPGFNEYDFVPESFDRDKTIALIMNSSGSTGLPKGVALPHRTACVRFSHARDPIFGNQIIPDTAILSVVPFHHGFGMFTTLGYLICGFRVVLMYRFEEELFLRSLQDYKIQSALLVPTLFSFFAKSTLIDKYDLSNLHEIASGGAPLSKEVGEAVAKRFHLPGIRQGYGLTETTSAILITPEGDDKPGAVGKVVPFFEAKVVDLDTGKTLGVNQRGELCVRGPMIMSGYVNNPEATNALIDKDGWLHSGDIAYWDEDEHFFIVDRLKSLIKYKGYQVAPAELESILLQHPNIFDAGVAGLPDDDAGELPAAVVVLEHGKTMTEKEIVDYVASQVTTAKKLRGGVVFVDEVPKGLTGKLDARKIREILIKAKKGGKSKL
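Assay system – cell-free luciferase reagent · Medium – PBS-based ATP solution · Dosing – test compounds dosed from 2 mM stocks in 100% DMSO · Timing – 10 min, room temperature · Technique – light output (luminescence) · Measure – luminescence gain marking luciferase activators · Controls – No-ATP low control, compound-free enzyme-plus-ATP high control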
Hsp70 act = Hsp70 transcriptional activation, primary screen; HeLa Hsp70 promoter luciferase reporter, luminescence; scaled: vehicle 0, proteasome-inhibitor control 100%; activation, % at 10 µM; hit rate 0.04% among 200,000;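 active = activation above the mean across all tested compounds plus 3 SD, cutoff set per campaign, cut at about 5.5% in these data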;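 note: 100% = MG132 at 30 µM as the positive control and 0% = DMSO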
APP 5'UTR act = activates APP 5'UTR luciferase reporter. activation, % at 2 µM. hit rate 1% among 190,000. AID 1276. SH-SY5Y APP 5'UTR luciferase reporter, luminescence; zero percent = DMSO vehicle wells;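 active = activation above a set limit, based on mean plus 3 SD of controls, cut at about 140% in these data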; note: values of inactives mirror those of a sister screen read the other way
Redox H2O2 prof = compounds producing H2O2 with reducing agent – biochemical, NIH compound library profiling, artefact control for MLSCN library redox annotation, primary screen. DTT-dependent redox cycling H2O2, phenol red/HRP absorbance; 100% = 100 µM peroxide control, 0% = buffer. AID 878. activation, % at 10 µM. hit rate 0.03% among 200,000;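 active = activation of at least 50% relative to the plate's high and low controls in the primary single-dose screen; inactive = activation below 50%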;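 note: compound incubated with DTT at 0.8 mM final as the reducing agent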
FLuc inh counter = counter-screen for luciferase assay inhibitors: firefly luciferase inhibition; P08659; ATPLite firefly luciferase biochemical luminescence, 10 min; inhibition, % at 10 µM; hit rate 1.5% among 200,000;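 active = inhibition above about 50% when tested at 10 µM, limit read from the data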
STAT1 act = STAT1 signaling activation | activation (% of control), % at 5.5 µM | NIH 3T3 STAT1-luciferase reporter, IFN-gamma, luminescence; 100% = IFN-gamma alone, no compound | AID 932 | hit rate 2.6% among 200,000;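 active = activation above the screen-wide mean activation plus 3 SD, cut at about 130% in these data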;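 note: raw ratio to IFN-gamma control signal so 100% means no change and 0% no light; values of inactives mirror those of a sister screen read the other way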
HMGR II inh = blocks class II HMG-CoA reductase of Enterococcus faecalis; purified E. faecalis HMGR, NADPH absorbance 340 nm kinetic; inhibition, % at 10 µM; hit rate 0.41% among 190,000; AID 1066;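 active = inhibition above a set limit, the median over all tested compounds plus 3 SD, cut at about 9.5% in these data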;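 note: enzyme runs in reverse so mevalonate oxidation gives rising NADPH absorbance; 0% = complete reaction with DMSO and 100% = background rate lacking mevalonate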
APP 5UTR inh = APP translation inhibition; SH-SY5Y APP 5'UTR-luciferase reporter, luminescence; inhibition, % at 2 µM; hit rate 0.82% among 190,000;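 active = inhibition above a set limit, derived from the sample mean plus 3 SD, cut at about 45% in these data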; note: values of inactives mirror those of a sister screen read the other way
* = called active by the depositor; / = not tested or not shown.

Sequence of screens: NF-kB expr up, G6PDH counter, FLuc act counter, Hsp70 act, APP 5'UTR act, Redox H2O2 prof, FLuc inh counter, STAT1 act, HMGR II inh, APP 5UTR inh
CCNc1nc(CSc2ccccc2)nc2sc(C)c(C)c12
→ 0.67, 1.0, 1, -0.4, 10.3, 1.7, 2.4, 100.2, -5.3, -10.3
O=C(Nc1ccncc1)c1cc(F)cc(F)c1
→ 1.16, 4.2, 1, -0.4, -3.6, 2.9, 0.1, 96.0, -4.1, 3.6
Cc1cc(Cl)ccc1NC(=S)NCc1cccs1
→ 1.09, -3.5, 1.1, -0.1, 3.9, 0.5, -6.6, 95.5, -1.7, -3.9
OCCn1c(C(F)(F)F)nc2ccccc21
→ 1.14, 3.8, 1, -0.3, -1.0, 2.3, -4.5, 104.4, 3.2, 1.0
CCCCNC(=O)CC1SC(=NCC)N(CC)C1=O (centres undefined)
→ 1.25, 4.8, 1, -0.1, -9.3, 0.0, -1.9, 97.2, -0.7, 9.3
Clc1ccc(-c2nnc(-c3ccco3)o2)cc1
→ 2.29, 2.0, 0.8, 0.2, 90.7, 2.4, 18.5, 143.8*, -3.0, -90.7
CCOC(=O)c1nc(C)[nH]c1C(=O)OCC
→ 0.97, -0.4, 1.1, -0.1, 32.6, 2.0, -5.6, 95.0, -3.6, -32.6
CC1=C(C(=O)NC(C)c2ccc3c(c2)OCCO3)C2(CCC(C)CC2)OC1=O (centres undefined)
→ 1.08, 9.0, 1.1, -0.3, -0.3, 0.3, -5.5, 91.7, -2.5, 0.3
Cc1ccc(Oc2ccccc2/C=C/C(=O)O)cc1
→ 1, -0.4, 1.1, -0.2, /, 2.0, -7.0, 94.6, -6.2, /
Cc1ccc(N=Cc2c(O)n(-c3cc(Cl)ccc3N3CCOCC3)c(=O)c3ccccc23)cc1C
→ 1.08, -1.4, 1.1, -0.1, 0.2, 0.1, -5.0, 105.8, -3.1, -0.2
N#Cc1ccc(OCC(=O)NCCc2ccccn2)cc1
→ 0.86, -0.7, 1, -0.3, -3.8, -0.1, 3.4, 94.4, -0.3, 3.8
N#CC(=C1Nc2ccccc2N1)S(=O)(=O)c1ccccc1
→ 1, 0.4, 1, 0.0, -20.6, -0.6, -1.5, 97.3, -1.6, 20.6
Cc1cc(OCc2nc(-c3cccnc3)no2)c(C)cc1Br
→ 1.08, 17.7, 1, -0.3, /, 1.8, -4.1, 99.2, 1.1, 20.9
CCOC(=O)c1ccc(N2CN=C3SCC(=O)N3C2)cc1
→ 1.17, 2.2, 1, 0.6, 3.0, 0.3, 1.3, 106.8, -5.7, -3.0
CCc1ccc(/C=C2/Sc3ccccc3N(CC(=O)NCCCOC)C2=O)cc1
→ 1.04, 3.5, 0.9, -0.2, 7.6, 0.7, 5.4, 100.5, -1.9, -7.6
CC(C)CCn1cnc2c(cnn2-c2ccc(F)cc2)c1=O
→ 1.84, -1.4, 1, 0.3, 17.8, 0.2, 3.1, 130.1*, 2.2, -17.8
Oc1ccccc1N1CCN(c2ncccn2)CC1
→ 0.98, -0.4, 1, -0.3, 9.9, -0.6, -3.3, 102.5, -0.6, -9.9
O=C(CCCSc1nc2ccccc2[nH]1)NCc1ccccc1
→ 1.1, -8.9, 1, -0.3, 11.1, 0.5, 2.6, 88.8, -4.9, -11.1
COC(=O)c1cc2sc(Cl)cc2n1Cc1nc(-c2ccccc2)oc1C
→ 1.1, 2.5, 1, -0.2, 3.5, -1.1, -3.4, 112.6, 3.4, -3.5
COc1ccc(CNC(=O)CN(C(=O)c2ccc(CN3CCOCC3)o2)C2CCCC2)cc1
→ 1.14, 2.0, 1, -0.2, -2.6, 0.5, -4.3, 97.1, -2.5, 2.6
O=C(NC1CCCCC1)c1ccc(S(=O)(=O)N2CCCC2)cc1
→ 1.05, 10.7, 1.1, -0.1, 5.8, 0.9, -5.9, 90.9, -4.2, -5.8
Cn1c(=O)c2c(-c3ccccc3)n(-c3ccccc3O)cc2n(C)c1=O
→ 0.96, 5.2, 1.1, -0.1, 5.0, -3.9, -6.5, 104.1, -2.6, -5.0
COc1ccc(OC)c(S(=O)(=O)N2Cc3ccccc3CC2C(=O)Nc2nccs2)c1 (centres undefined)
→ 1.09, 2.6, 1, -0.2, 103.5, 2.8, -3.0, 107.0, 1.4, -103.5
CCOc1ccccc1NC(=O)CC1Nc2ccccc2NC1=O (centres undefined)
→ 1.56, -3.5, 1, -0.2, 1.5, 2.7, 2.3, 97.4, -1.9, -1.5
C/C(=N\NC(=O)CSc1nnc(C)s1)c1ccc(O)cc1
→ 1.11, 6.4, 1, -0.3, -17.4, 0.0, 1.6, 96.5, -6.7, 17.4
O=c1[nH]c(SCc2cccc(Cl)c2)nc2[nH]ncc12
→ 0.77, 1.5, 1, 0.2, 16.4, -1.1, -2.6, 99.6, 7.7, -16.4
Cc1cc(Br)ccc1OCCCCNC(C)(C)C
→ 0.86, 1.8, 1, -0.4, 2.2, 1.5, -1.1, 98.1, -1.9, -2.2
CC(=O)C1=C(O)C(=O)N(c2nnn(C)n2)C1c1cccs1 (centres undefined)
→ 1.02, 1.2, 1, 0.0, -0.2, -1.5, -1.8, 99.7, 1.3, 0.2
COCCN(C(=O)Cc1cccs1)C(C(=O)NC1CCCC1)c1cc(OC)c(OC)c(OC)c1 (centres undefined)
→ 1.42, 11.3, 1.1, -0.4, 0.3, 0.0, -11.6, 99.7, 1.1, -0.3
O=C(Cc1c(F)cccc1Cl)Nc1ccc(-n2cnnn2)cc1
→ 1.03, 5.3, 1.1, -0.2, -7.7, 0.2, -6.0, 98.6, 2.7, 7.7

Brought forward from above: two entries, followed by the next part.
Sequence of screens: NF-kB expr up, G6PDH counter, FLuc act counter, Hsp70 act, APP 5'UTR act, Redox H2O2 prof, FLuc inh counter, STAT1 act, HMGR II inh, APP 5UTR inh
COCCN(C(=O)Cc1cccs1)C(C(=O)NC1CCCC1)c1cc(OC)c(OC)c(OC)c1 (centres undefined)
→ 1.42, 11.3, 1.1, -0.4, 0.3, 0.0, -11.6, 99.7, 1.1, -0.3
O=C(Cc1c(F)cccc1Cl)Nc1ccc(-n2cnnn2)cc1
→ 1.03, 5.3, 1.1, -0.2, -7.7, 0.2, -6.0, 98.6, 2.7, 7.7
COc1ccccc1NC(=O)CN(Cc1ccco1)C(=O)c1cccs1
→ 0.82, 10.0, 1, -0.2, 3.6, -0.5, -4.8, 103.7, -4.6, -3.6
COc1ccccc1N(CC(=O)NC(C)C)S(=O)(=O)c1cccs1
→ 0.9, 12.3, 1, -0.1, 15.3, -0.1, -2.5, 95.2, -5.9, -15.4
Cc1noc(N)c1C1(O)C(=O)N(C(C)C)c2ccccc21 (centres undefined)
→ 1.19, 4.5, 1, -0.2, -1.1, -0.1, -0.8, 89.2, -0.3, 1.1
CCCCN(C(=O)CSc1nnc2ccccn12)c1c(N)n(Cc2ccccc2)c(=O)[nH]c1=O
→ 1, 16.1, 1, -0.3, /, -0.5, -1.1, 96.6, 4.9, /
CCCCOC(=O)Cn1c(=O)c2c(nc(Br)n2Cc2ccccc2)n(C)c1=O
→ 0.29, 2.9, 1, -0.4, 3.3, -2.5, -2.7, 96.1, -2.0, -3.3
O=C(c1cc(Cl)ccc1Cl)N1CCN(c2ccccn2)CC1
→ 1.19, -8.1, 1.1, -0.3, 8.1, 2.3, -6.1, 99.4, -9.4, -8.1
CC(C)CCn1c(=O)c2ccccc2n2c(CN3CCOCC3)nnc12
→ 1.35, -4.0, 1, -0.3, 30.9, -0.1, -0.6, 92.1, -4.8, -30.9
CCCCCCN1N=C(C)C(C(=O)c2ccc(Cl)cc2)C1=O (centres undefined)
→ 1.05, 2.8, 1.1, -0.1, 5.4, -3.9, -9.8, 103.0, -5.0, -5.4
CCCOc1ccc(OCCOCCNCc2ccccc2)cc1
→ 0.94, 4.2, 1, -0.4, 6.1, -0.5, -2.9, 101.3, -0.9, -6.1
Cc1ccc(-c2csc(N(Cc3ccco3)C(=O)c3cccs3)n2)cc1
→ 1.27, 6.0, 1, -0.1, -9.7, 0.3, -3.2, 98.8, -7.2, 9.7
[N-]=[N+]=CC(=O)CNC(=O)[C@@H](Cc1ccccc1)N1C(=O)c2ccccc2C1=O
→ 1.2, 3.8, 1.1, -0.3, -0.3, 1.5, -6.0, 96.0, -0.3, 0.3
COc1ccc(NC(=O)CN(C)Cc2c(F)cccc2Cl)cc1S(=O)(=O)N1CCCCC1
→ 0.64, 5.3, 1, -0.5, -10.2, 0.1, -3.9, 101.3, -1.4, 10.2
Cc1ccc(-n2cc(CNCCc3cscn3)c(-c3ccc(F)cc3)n2)cc1
→ 1.26, 4.9, 1, -0.2, -12.0, 0.2, 4.0, 113.3, -1.1, 12.0
O=C(NCCc1ccccc1)c1nc(-c2cccs2)no1
→ 1.24, 7.5, 1, -0.1, 19.9, 0.4, 0.9, 118.6, 1.4, -19.9
Cc1ccc(-n2cc3ccc([N+](=O)[O-])cc3n2)cc1
→ 9.31*, 1.6, 0.6, -0.2, 179.0*, 1.6, 42.8, 122.7, -4.1, -179.0
O=C1CSC2(CCCCC2)N1CCO
→ 1.37, 3.5, 1, -0.3, 14.3, -0.6, -3.2, 104.0, -2.4, -14.3
COc1ccc(CCNC(=O)C2CCCN(S(=O)(=O)c3cnc[nH]3)C2)cc1OC (centres undefined)
→ 1.33, 0.7, 1.1, -0.6, -7.5, -1.5, -5.3, 98.4, -8.4, 7.5
Cc1ccc(OCC(=O)Nc2ccc3c(c2)OCO3)cc1C
→ 1.21, 22.3, 1, -0.1, 2.3, -1.0, 2.6, 107.6, -0.8, -2.3
Cc1ccccc1-n1c(=O)cc(NCC2CCCO2)[nH]c1=O (centres undefined)
→ 1.3, 15.0, 1, -0.2, -5.9, 0.4, -0.8, 108.4, -0.1, 5.9
CCOC(=O)c1c(-c2ccc(C)cc2)csc1NC(=O)C1CC=CCC1C(=O)O (centres undefined)
→ 1.03, -0.1, 1.1, -0.1, -10.8, 2.1, -8.8, 100.4, -2.6, 10.8
Fc1ccc(N2CCN(Cc3cnc(Oc4ccc(Br)cc4)s3)CC2)cc1
→ 1.17, 7.9, 1.1, -0.3, /, 0.4, -7.2, 106.4, -6.4, /
Cc1ccc(-c2cc(C(F)(F)F)n3ncc(C(=O)NCc4ccco4)c3n2)cc1
→ 1.19, 4.0, 1, -0.3, -3.0, 0.0, -2.5, 107.2, -0.3, 3.0
